# Screening data (PubChem)
# NOD2 inhibition – inhibition of NOD2-driven NF-kB reporter – cell-based, luminescence, uHTS, HEK293 (AID 1566) | HEK293 NOD2/NF-kB luciferase reporter, luminescence; higher % means a stronger effect | one-dose inhibition, % at 4 µM; EC50 in µM for titrated hits | 290,000 compounds, 0.63% hits; note: many of its hits are not listed in these tables
# GPR55 activation – selective activators of receptor GPR55 – imaging, U2OS cells, beta-arrestin-GFP redistribution, primary screen (AID 1961) | U2OS GPR55 beta-arrestin-GFP redistribution imaging; higher % means a stronger effect | 290,000 compounds, 0.048% hits | activation, % at 10 µM; hits with a dose series show EC50 in µM;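 active = activation above 40% with more than 50 cells counted in the well; inconclusive = wells holding fewer than 50 cells, flagged as toxic or sparse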;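 note: U2OS osteosarcoma cells stably expressing GPR55 and beta-arrestin-GFP; plate controls were DMSO negative control for no effect and LPI positive control for full effect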
# Yfh1-off respiration – enhancers of respiration in Yfh1-depleted yeast, dose response, Friedreich's ataxia, plus single-dose screen (AID 1465); 220,000 compounds, 0.074% hits; fold induction at 50 µM; hits with a dose series show EC50 in µM; S. cerevisiae Yfh1-off respiration, WST-1 reduction, 72 h; higher fold induction means a stronger effect;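 active = fold induction of absorbance versus untreated yeast above a set limit, then at least 30% activation at any dose in follow-up; inconclusive = repeats straddling the limit, or above it without dose testing; inactive = fold induction below the set limit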;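 note: activators that raise dye reduction in frataxin-depleted yeast; strong numbers were not always called active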
# NOD1 NF-kB reporter – NOD1 signaling inhibitors, primary screen, cell-based, luminescence, uHTS (AID 1578); NOD1-driven NF-kB luciferase reporter cells, luminescence; higher % means a stronger effect; one-dose inhibition, % at 4 µM; EC50 in µM for titrated hits; 290,000 compounds, 1% hits; in the data active = inhibition mostly above about 36%, no sharp cut-off; inactive = mostly below about 34%;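 note: HEK-293T reporter cells stimulated with the NOD1 agonist gamma-tri-DAP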
# TNAP activators – human TNAP enzyme activators, primary screen, biochemical, luminescent, no phosphate acceptor, uHTS (AID 1001); purified TNAP, luminescent activation assay, no phosphate acceptor; higher activation fold means a stronger effect; activation fold at 20 µM, or EC50 in µM where a hit was titrated; 200,000 compounds, 0.03% hits; in the data active = activation fold from about 3, or a potency from the dose series; inactive = the rest, 99 in 100 with activation fold below about 1.6; note: many of its hits are not listed in these tables
# KOR beta-arrestin-1 – KOR agonists, beta-arrestin recruitment, primary screen, cell-based, luminescence, uHTS (AID 1777); KOR beta-arrestin recruitment, luminescence; higher % means a stronger effect; activation, % at 10 µM; hits with a dose series show EC50 in µM; 280,000 compounds, 0.02% hits; in the data active = activation above about 50%, passing the limit was not always enough; note: a part of the inactive calls stands beside numbers as strong as those of hits
# NTR1 agonist – agonists of NTR1, primary screen, imaging, U2OS cells, beta-arrestin-GFP, high content (AID 493036); activation, % at 20 µM; 330,000 compounds, 0.17% hits; P30989; NTR1-U2OS beta-arrestin-GFP spot imaging, agonist mode;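 active = activation at or above 40% of the spot to cytoplasm intensity ratio, with at least 20 cells analyzed; inconclusive = wells under 20 cells, flagged as cytotoxic or low count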;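 note: 0% = DMSO without peptide and 100% = 100 nM NTR1 peptide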
# Target sequence (P30989 whole entry, looked up): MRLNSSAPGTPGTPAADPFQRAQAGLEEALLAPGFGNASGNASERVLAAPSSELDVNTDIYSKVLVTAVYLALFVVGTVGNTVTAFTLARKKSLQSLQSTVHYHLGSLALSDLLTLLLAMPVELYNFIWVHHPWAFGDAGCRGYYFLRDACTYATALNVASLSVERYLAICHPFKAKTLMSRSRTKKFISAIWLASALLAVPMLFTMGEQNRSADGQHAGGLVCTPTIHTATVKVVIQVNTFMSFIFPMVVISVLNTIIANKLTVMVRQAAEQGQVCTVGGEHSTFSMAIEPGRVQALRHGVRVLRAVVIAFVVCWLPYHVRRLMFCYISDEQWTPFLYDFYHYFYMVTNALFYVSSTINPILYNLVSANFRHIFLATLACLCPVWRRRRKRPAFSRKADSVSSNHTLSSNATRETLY
# CSM14.1 death rescue – rescue of cells from ER stress-induced death, primary screen, 384-well, CSM14.1, thapsigargin, ATP luminescence (AID 1222) | CSM14.1 thapsigargin-induced death rescue, ATP luminescence; higher % means a stronger effect | one-dose cellular ATP content (survival), % at 20 µM; EC50 in µM for titrated hits | 190,000 tested, under 10 active;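 active = EC50 below 50 µM in the dose-response confirmation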;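 note: death triggered by thapsigargin at about 15 µM added after 2 h compound pretreatment; cell ATP read after overnight thapsigargin exposure of roughly 18 to 22 hours; normalized against plate controls of thapsigargin alone and 5% DMSO vehicle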
# KOR beta-arrestin-2 – kappa opioid receptor blockers – cell-based, luminescence, uHTS (AID 1778) | 290,000 compounds, 0.091% hits | inhibition, % at 10 µM; hits with a dose series show IC50 in µM | KOR beta-arrestin recruitment, luminescence, antagonist mode; higher % means a stronger effect; note: strong numbers were not always called active
# NTR1 agonist cell count 20 µM – also measured in NTR1 agonist; calls as there; cell count; measured here: cell count, cytotoxicity flag
# Starred values were filed as active, the others as inactive; i = inactive; ? = inconclusive; . = not tested or not shown; [ ] = another dose, or the depositor's remark. Cut-off read from the data, not from the text of the source, unless noted: active = inhibition above about 50%; inactive = the rest. These rows are one share of the data (hit frequency here may not be typical).
SMILES,NOD2 inhibition,GPR55 activation,Yfh1-off respiration,NOD1 NF-kB reporter,TNAP activators,KOR beta-arrestin-1,NTR1 agonist,NTR1 agonist cell count 20 µM,CSM14.1 death rescue,KOR beta-arrestin-2
CCc1ccc(CN(C)C(=O)c2ccc3c(c2)OCCO3)cc1,18%,0.0%,.,-2%,.,-8.5%,-0.8,75,.,-9%
CC1CN(Cc2cc(=O)[nH]c(C(C)C)n2)CC(C)O1 (stereo not drawn),8%,-0.3%,i,-14%,1.1,-3.7%,-2.1,82,-2.4%,7%
COc1ccc(CN(Cc2cc3cc(C)ccc3[nH]c2=O)C(=O)N(C)C)cc1,6%,-0.2%,i,-6%,1,-0.7%,3.4,91,-0.6%,-2%
COc1ccc(CCNC(=O)c2cn(C)c3ccc(S(=O)(=O)N4CCOCC4)cc3c2=O)cc1OC,-34%,-0.1%,.,-3%,.,-4.1%,-0.2,66,.,16%
CCOC(=O)c1ccc(Oc2nc(SC)nc(N(C)C)n2)cc1,23%,-0.1%,i,-2%,1.1,-7.7%,5.8,37,1.2%,41%
Cc1ccc(CC(CC(=O)O)C(=O)NC2CCCCC2)cc1 (stereo not drawn),12%,-0.2%,i,1%,1,1.0%,-2.1,100,2.3%,19%
O=C(c1ccc2c(c1)OCO2)N1CCN(c2ccccc2F)CC1,3%,-0.1%,i,-21%,1,-2.7%,-1.3,81,-1.6%,9%
O=C(CSc1nn(-c2ccc(F)cc2)c(=S)s1)NC1CCS(=O)(=O)C1 (stereo not drawn),21%,-0.1%,i,3%,1.2,0.5%,1.4,56,0.0%,-11%[20 µM]
N#CC(=C1CCCC1)c1nc(-c2cc3ccccc3oc2=O)cs1,-91%,-0.1%,i,-88%,1.1,-2.5%,5.6,51,-1.0%,2%
CC(=O)Nc1ccc(S(=O)(=O)Nc2ccccc2C(=O)N2CCOCC2)cc1,-14%,-0.1%,.,-27%,.,1.1%,0.6,54,.,-3%
O=C(NCc1ccc2c(c1)OCO2)C(=O)NCC1OCCN1S(=O)(=O)c1ccc(F)cc1 (stereo not drawn),-26%,-0.2%,.,0%,.,-2.6%,-0.4,47,.,23%
COc1ccc(S(=O)(=O)N(C)CC(=O)N2CCN(C)CC2)cc1Cl,8%,0.3%,.,-26%,.,-1.7%,0.2,73,.,-10%
O=C(N/N=C/c1ccc([N+](=O)[O-])o1)C1CCCC1,60%*,-0.2%,.,-12%,.,1.1%,2.9,52,.,-10%
COc1ccc(/C=C/C(=O)NCC(=O)N/N=C/c2cc(Br)ccc2OCc2ccccc2)cc1,-16%,0.3%,i,-75%,1,2.3%,0.6,64,2.6%,-20%
Cc1ccsc1CN1CCN(c2ccccn2)CC1,7%,-0.3%,i,-8%,1,-4.2%,0.5,70,-1.6%,-24%
CCC(C)NC(=O)CSC1=Nc2ccccc2C2=NC(CCC(=O)NCc3ccco3)C(=O)N12 (stereo not drawn),6%,0.4%,i,4%,1.1,1.9%,2.2,91,-3.4%,-19%
CCOc1cc(/C=C(/C#N)C(=O)Nc2ccc(O)cc2)cc(Br)c1O,-21%,-0.4%,?,-25%,0.8,-1.2%,1.2,42,-0.9%,-138%
C/C(=N\Nc1ccc2nncn2n1)c1ccccn1,-2%,-0.1%,i,7%,.,-0.9%,0.5,38,.,2%
CCCCCc1ccc(C2=NNC(=O)CC2)cc1,9%,0.3%,.,7%,.,-4.2%,1.8,55,.,-2%[20 µM]
CN(C(=O)Cc1c(C(=O)O)n(C)c2ccccc12)c1ccc(F)cc1,10%,-0.2%,i,-14%,1,5.1%,-0.8,58,12%,0%
COc1ccc(-c2nnn(CC(=O)N(Cc3ccccc3Cl)C(C(=O)NCC3CCCO3)c3ccco3)n2)cc1 (stereo not drawn),-6%,-0.1%,i,7%,1.1,5.7%,-2.9,96,4.3%,18%
CC(C)CCNC(=O)COc1ccc(C(=O)c2ccccc2)cc1,27%,-0.2%,i,23%,1.1,-7.5%,0.3,46,0.5%,12%
O=C(Nc1nc2ccccc2s1)c1cc(-c2ccco2)nc2ccccc12,-4%,-0.3%,i,8%,0.9,5.8%,-1.5,73,1.1%,-11%
Cc1c(O)ccc(C(=O)COc2ccccc2F)c1O,-18%,-0.2%,i,-52%,1,-2.7%,-4.9,101,0.5%,30%
Cc1ccc(CS(=O)Cc2ccc(C(=O)N3CCN(c4ccc(F)cc4)CC3)o2)cc1 (stereo not drawn),14%,-0.1%,.,-23%,.,3.3%,0.4,64,.,-9%
COc1cc(/C=N/NC(=O)c2cccnc2)ccc1OCC(=O)N1CCOCC1,20%,-0.2%,i,-2%,1.2,-2.1%,-0.3,42,0.3%,2%
CC(=O)Nc1cccc(NC(=O)CS(=O)(=O)c2cn(CC(=O)N3CCCC3)c3ccccc23)c1,4%,-0.2%,.,-28%,.,-6.1%,0.1,55,.,20%
COc1ccc(N(C(=O)c2cccnc2)S(=O)(=O)c2ccc(F)cc2)cc1,-9%,-0.3%,.,7%,.,0.3%,0.0,49,.,0%[20 µM]
COc1ccc(NCC(O)Cn2cnc3c2c(=O)n(C)c(=O)n3C)cc1 (stereo not drawn),1%,-0.2%,i,-26%,1,-0.2%,1.0,61,-1.0%,-18%
CCN1CCc2c(sc(NC(=O)c3ccc(S(=O)(=O)N(C)c4ccccc4)cc3)c2C(=O)NC)C1,22%,1.1%,.,5%,.,4.4%,0.4,62,.,-9%
O=C(NC(=S)NCCc1ccccc1)C1CCCCC1,-2%,0.1%,i,-29%,1.1,6.4%,3.9,54,-0.7%,9%
Cc1sc2nc(CSc3ccccc3)nc(N3CCN(C)CC3)c2c1C,-4%,1.0%,i,-25%,1,4.8%,-1.0,48,-1.3%,.
CCOc1cc(CN2CCCC(N3CCN(c4ccc(F)cc4)CC3)C2)ccc1OC (stereo not drawn),4%,-0.4%,.,-27%,.,4.1%,-0.2,48,.,-42%[20 µM]
CCCOc1ccc(-c2c(=O)n(OCc3ccc([N+](=O)[O-])cc3)c3ccccc3[n+]2[O-])cc1,12%,-0.3%,i,-21%,1.1,-4.4%,6.0,71,3.7%,29%
O=C(O)c1cnc(-c2ccccc2)nc1-c1ccccc1,-2%,0.4%,.,-24%,1.2,-2.5%,-0.7,93,-1.1%,5%
COC(=O)c1oc2ccccc2c1NC(=O)CN1CCCC1,6%,-0.2%,i,-10%,1,5.0%,2.7,63,-3.3%,-12%
CC1CCC(NC(=O)c2nc(Cn3ccc([N+](=O)[O-])n3)no2)CC1 (stereo not drawn),22%,?,.,-13%,.,-0.6%,-1.0,46,.,-19%
Cc1sc2ncnc(NCc3cccs3)c2c1C,-34%,-0.2%,i,28%,1.1,1.4%,1.7,87,2.3%,-41%
CCN1CCN(C(=O)CN(C)S(=O)(=O)c2ccc3ccccc3c2)CC1,10%,-0.3%,i,-25%,1.1,-0.1%,-1.0,84,-1.1%,-16%[20 µM]
O=C(Nc1ccccc1Cl)NC1(C(=O)NCC2CCCO2)CCCCC1 (stereo not drawn),-1%,-0.2%,.,-12%,.,-2.9%,2.0,32,.,6%
Cc1nc2ccc(C(=O)c3ccccc3)cc2[nH]1,-30%,-0.1%,i,-37%,1.1,-4.8%,0.2,75,.,14%
CCC(=O)CCC(=O)c1ccc2ccccc2c1,-36%,-0.3%,i,-29%,1,1.2%,2.7,64,-6.3%,17%
O=C1c2ccccc2C(O)N1c1ccccc1 (stereo not drawn),-1%,-0.3%,.,-22%,.,-4.8%,-0.2,65,.,-13%[20 µM]
N#Cc1c(-c2cccc(Cl)c2)[nH]c(=S)[nH]c1=O,25%,-0.1%,i,8%,.,2.5%,-0.4,49,.,6%
Cc1ccc(S(=O)(=O)NNC(=O)C2COc3ccccc3O2)cc1 (stereo not drawn),23%,-0.1%,i,-7%,1.1,0.0%,0.1,45,-2.3%,9%
O=C(O)CCN1C(=O)/C(=C\c2cccc(Oc3ccccc3)c2)SC1=S,-22%,0.0%,.,-11%,.,-2.3%,2.2,85,.,-14%
CCCCOc1ccc(-c2cc(C(F)(F)F)c(C#N)c(SCC(=O)O)n2)cc1,12%,0.9%,i,-8%,1,-0.5%,2.0,105,-0.4%,-35%
OC(COCc1ccccc1)CN1CCc2ccccc2C1 (stereo not drawn),16%,1.0%,i,-6%,1.1,3.6%,-0.6,49,3.0%,18%
CCN1C(=O)c2cccc3c(NC(=O)c4cccc(N5C(=O)CCC5=O)c4)ccc1c23,-10%,-0.3%,.,.,1.2,4.7%,-0.6,51,1.3%,-13%
CCOC(=O)c1cnc(Cc2ccccc2)[nH]c1=O,21%,-0.2%,.,6%,.,-4.5%,0.8,70,.,-4%[20 µM]
COC(=O)/C(C#N)=C/c1cc(C)sc1C,18%,-0.2%,i,-1%,.,-4.8%,-0.3,35,.,14%
O=C(Nc1cc2c3c(c1)C1CCCC1CN3CC1CCCC21)c1ccccc1 (stereo not drawn),-7%,0.4%,i,-13%,1.1,4.6%,-1.9,76,-2.3%,-8%
CC(C)n1c(=O)n(CC(=O)NCC2CCCO2)c(=O)c2c3c(sc21)COC(C)(C)C3 (stereo not drawn),20%,-0.1%,.,-14%,.,-2.8%,-0.3,62,.,-12%
Fc1ccc(C2CC(c3cccs3)=NN2C(=S)Nc2ccccc2)cc1 (stereo not drawn),-15%,-0.3%,i,-9%,1.2,1.5%,1.2,69,-2.1%,-23%
Brc1ccc(-c2c[n+]3c(n2-c2ccccc2)SCC3)cc1,-8%,-0.3%,i,3%,.,-3.0%,1.2,52,.,10%
CCOC(=O)N1CCN(CC(O)COc2ccccc2C(C)(C)C)CC1 (stereo not drawn),-4%,-0.3%,i,-32%,1,11%,1.2,55,0.1%,-8%
Cc1ccc(/C=N\NC(=O)c2cc([N+](=O)[O-])cc([N+](=O)[O-])c2)o1,6%,0.4%,i,13%,1.6,6.4%,2.4,67,12%,27%
Cc1nn(CC(=O)O)c(C)c1NC(=O)c1cccs1,1%,0.3%,.,-15%,.,-1.4%,-1.8,81,.,-15%
Cc1noc(C(=O)NCc2cccnc2)c1Cl,3%,0.0%,i,8%,1.1,-3.1%,-2.8,73,-2.7%,10%
COC(=O)c1ccc(/C=N/NS(=O)(=O)c2cc(C)ccc2C)cc1,8%,-0.3%,i,-11%,0.9,2.5%,2.0,62,3.5%,-50%
